Abeta rescue = restores growth of yeast expressing A-beta42 peptide; AID 1347071; yeast expressing A-beta42, growth rescue, OD600, 48 h; response scale: 0% DMSO, 100% iron-clioquinol control; Potency, µM (highest dose often 46.1 µM), for inactives: at the highest dose growth rescue, actives largely listed as activators; actives 0.063% (n = 410,000); also: potency is read from the fitted curve at half-maximal effect; nearly all actives have a fitted effect of over 55% in size
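Growth rescue measured by 600 nm absorbance after 48 h yeast culture at 30 C with compound. Values normalized between DMSO and an equimolar ferric chloride plus clioquinol control.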
EPAC1 agonist = agonists of human EPAC1; EPAC1 agonist qHTS, biochemical assay; response scale: 100% = response to 6.5 mM cAMP; Potency, µM (titrated, usually from 154 µM), without a hit: top-dose activation, usual class: activators; actives 0.073% (n = 360,000); AID 720707; also: potency is read from the fitted curve at half-maximal effect; nearly all actives have a fitted effect of over 60% in size
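Compounds were pinned as a concentration titration into mixtures of EPAC1 (100 nM), BODIPY-GDP-loaded Rap1B (250 nM) and GDP (50 uM). After 5 min at room temperature, fluorescence was followed for 30 min; activity was scaled to 6.5 mM cAMP.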
PI5P4K alpha inh = PI5P4K alpha (human) kinase inhibition; AID 652105; PI5P4Kalpha enzyme, ADP-Glo luminescence, 60 min; hits give low values; actives 1.2% (n = 330,000); max response, %; active = max response of -50% or lower; inconclusive = between -30% and -50%; inactive = -30% or higher; also: value at the top dose of about 77 µM; % is scaled to controls: 0 for no effect and ±100 for the full control effect
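Single end-point luminescence (ADP-Glo) quantified ADP from PI5P4Kalpha turnover; ATP 5 microM final, 1 h at RT, 0.1% CHAPS and 0.28 mM EGTA in HEPES pH 7.4.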
EPAC1 antagonist = antagonists of human EPAC1. Potency, µM (doses to about 115 µM), for the others: at the highest dose activity change, negative = inhibition, hits mostly inhibitors. actives 0.14% (n = 360,000). EPAC1 GEF assay, Rap1b-BODIPY-GDP exchange fluorescence;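 also: potency is read from the fitted curve at half-maximal effect; plate controls were vehicle for no effect and positive control for full effect; nearly all actives have a fitted effect of over 50% in size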
FUS suppressor = FUS proteinopathy suppression in yeast | actives 0.24% (n = 390,000) | AID 1347120 | S. cerevisiae FUS-expressing, growth rescue, OD600, 24 h | Potency, µM (highest dose often 76.6 µM), inactives show top-dose growth rescue (activation), actives largely listed as activators;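 also: potency is read from the fitted curve at half-maximal effect; plate controls were DMSO vehicle for no effect and reference control for full effect; nearly all actives have a fitted effect of over 55% in size; some results filed as inactive show a strong effect at the top dose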
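Galactose (2%) drives FUS expression in yeast precultured in raffinose; seeding density OD 0.005. Test compounds incubated 24hr at 30C and 99% humidity before absorbance at 600 nm was measured.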
PLK1 PBD inh = PLK1 (human) polo-box domain binding inhibition; P53350; Plk1 PBD binding of FITC phosphopeptide, fluorescence polarization; Potency, µM, for the others: max response, negative = inhibition, most hits filed as inhibitors; actives 2.8% (n = 360,000); also: potency is read from the fitted curve at half-maximal effect; series mostly up to about 57 µM; % is scaled to controls: 0 for no effect and ±100 for the full control effect; nearly all actives have a fitted effect of over 65% in size
IL-2 act = activators of IL-2; actives 0.065% (n = 360,000); IL-2 activation reporter assay, cell-based qHTS; stimulated with anti-CD3/CD4/CD28 beads; in transgenic mouse T cells; activation, % (series mostly up to about 46 µM); AID 652025; in the data active = activation above about 50%; inconclusive = mostly about 30% to 49%; also: 0% is about no effect
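Quantitative HTS in unstimulated transgenic mouse T cells, with memory T cells as non-tolerant control and PMA/ionomycin as tolerance-bypass control. Compound pretreatment lasted 60 minutes before 18 h bead stimulation; EGFP/DsRed fluorescence read.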
WRN inhibitor = blocks human WRN helicase | Q14191 | WRN helicase unwinding, fluorescent forked duplex, kinetic | Potency, µM (highest dose often 114 µM), for inactives: at the top dose activity change, negative = inhibition, most hits filed as inhibitors | actives 0.46% (n = 360,000); also: potency is read from the fitted curve at half-maximal effect; % is scaled to controls: 0 for no effect and ±100 for the full control effect; nearly all actives have a fitted effect of over 55% in size
Target sequence (Q14191 whole entry, looked up): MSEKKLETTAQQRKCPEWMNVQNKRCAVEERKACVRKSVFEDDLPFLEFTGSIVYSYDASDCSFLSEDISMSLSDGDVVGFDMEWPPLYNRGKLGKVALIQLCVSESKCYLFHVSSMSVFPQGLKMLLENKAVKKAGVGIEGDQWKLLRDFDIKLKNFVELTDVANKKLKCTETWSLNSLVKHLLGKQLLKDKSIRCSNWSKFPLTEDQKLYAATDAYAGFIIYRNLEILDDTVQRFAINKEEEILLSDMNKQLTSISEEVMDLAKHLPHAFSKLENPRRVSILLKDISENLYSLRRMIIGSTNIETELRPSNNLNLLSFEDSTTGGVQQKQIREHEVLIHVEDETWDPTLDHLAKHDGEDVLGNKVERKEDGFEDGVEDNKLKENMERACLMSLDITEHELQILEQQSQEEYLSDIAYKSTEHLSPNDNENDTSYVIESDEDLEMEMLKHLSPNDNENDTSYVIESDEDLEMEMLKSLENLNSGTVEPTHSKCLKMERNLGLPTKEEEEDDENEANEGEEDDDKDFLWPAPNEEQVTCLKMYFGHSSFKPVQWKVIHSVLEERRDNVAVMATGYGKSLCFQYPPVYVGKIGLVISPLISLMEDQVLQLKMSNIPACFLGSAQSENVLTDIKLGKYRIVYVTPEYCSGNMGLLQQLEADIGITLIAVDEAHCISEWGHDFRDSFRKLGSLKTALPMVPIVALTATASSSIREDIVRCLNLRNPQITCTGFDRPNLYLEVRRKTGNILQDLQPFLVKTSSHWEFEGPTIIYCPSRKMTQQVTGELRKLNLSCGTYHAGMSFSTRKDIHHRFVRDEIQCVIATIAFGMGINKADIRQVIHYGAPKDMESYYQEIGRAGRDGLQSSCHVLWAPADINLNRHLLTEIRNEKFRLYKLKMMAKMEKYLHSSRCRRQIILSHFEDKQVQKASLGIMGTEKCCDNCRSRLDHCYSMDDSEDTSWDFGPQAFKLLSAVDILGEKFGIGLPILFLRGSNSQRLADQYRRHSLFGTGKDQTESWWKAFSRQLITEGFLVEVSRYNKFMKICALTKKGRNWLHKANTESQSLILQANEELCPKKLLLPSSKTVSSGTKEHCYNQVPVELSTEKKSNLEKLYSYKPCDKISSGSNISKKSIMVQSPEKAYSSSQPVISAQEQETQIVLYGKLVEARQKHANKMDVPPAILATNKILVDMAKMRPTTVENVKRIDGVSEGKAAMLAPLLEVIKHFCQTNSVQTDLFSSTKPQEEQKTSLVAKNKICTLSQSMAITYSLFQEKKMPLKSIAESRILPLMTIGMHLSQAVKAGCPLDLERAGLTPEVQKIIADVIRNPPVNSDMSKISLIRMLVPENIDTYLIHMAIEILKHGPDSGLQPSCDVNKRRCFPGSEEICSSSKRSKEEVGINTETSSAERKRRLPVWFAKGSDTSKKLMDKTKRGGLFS
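Kinetic red-fluorescence monitoring (525/598 nm) tracks WRN helicase activity after 100 nM fluorophore-quencher forked duplex and 2 mM ATP are added to 20 nM enzyme pretreated 15 min at room temperature with compound.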
aSyn yeast inh = alpha-synuclein toxicity inhibition in yeast; Yeast expressing alpha-synuclein, growth rescue, BacTiter-Glo, 24 h; Potency, µM (top dose mostly 46.1 µM), for inactives: at the highest dose growth rescue (activation), most hits filed as activators; actives 0.14% (n = 370,000); AID 652106; also: potency is read from the fitted curve at half-maximal effect; % of control where 0% means no effect; nearly all actives have a fitted effect of over 65% in size
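Readout is rescue of growth in alpha-synuclein-expressing yeast, so inhibitors of toxicity appear as activators. Growth after 24 hr at 30 deg C in galactose medium is quantified by luminescence.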
* marks the source's active call; other numbers are inactive results; ? = inconclusive; . = not tested or not shown; & = joins results of further samples; [ ] = remark or other dose. Unless noted, calls follow the shape of the dose curve; as a rule, active = well fitted curve in the direction sought with a large enough effect; inconclusive = small, poorly fitted or top-dose-only effect, or another doubt; inactive = no such curve, though single readings can be large; an effect the other way counts as inactive or inconclusive.

SMILES | Abeta rescue | EPAC1 agonist | PI5P4K alpha inh | EPAC1 antagonist | FUS suppressor | PLK1 PBD inh | IL-2 act | WRN inhibitor | aSyn yeast inh
O=C(Nc1nnc(SCc2ccccc2Cl)s1)c1cccc([N+](=O)[O-])c1 | -4% | 18% | -5 | -11% | . | ? | -4.4 | -22% | 1%
O=C(COc1ccccc1)NC(=S)Nc1ccc2c(c1)Cc1ccccc1-2 | 2% | 7% | 10 | -21% | -8% | -6% | -0.7 | -12% | 5%
O=C(c1cnc2sccn2c1=O)N1CCCc2ccccc21 | -30% | -7% | -9 | 22% | -34% | -1% | -3.9 | 0% | -4%
CCOc1ccccc1NC(=O)/C=C/C(N)=O | 9% | 1% | . | -7% | -11% | -14% | -1.3 | -4% | 2%
CCCN(CCC)C(=O)c1oc2ccccc2c1NC(=O)Cc1cccc(OC)c1 | -4% | 4% | 4 | -15% | 29% | -19% | 1.7 | -4%[57.1 µM] | 14%
COc1ccc(-c2nnc3ccc(SCC(=O)Nc4cc(C)on4)nn23)cc1OC | -6% | -2% | 4 | 10% | 2% | 3% | 0.6 | 10% | 8%
O=C(CCNC(=O)c1ccccc1Cl)Nc1nc2ccc(F)cc2s1 | 9% | 4% | 0 | -27% | 3% | 0% | 0.2 | -1% | 1%
CCc1ccccc1NC1=NCC(=O)N1Cc1ccccc1 | 12% | -2% | -3 | 4% | 16% | 1% | 1.8 | 2% | -5%
CC(=O)Nc1ccc(C2NC(=O)CCC2[N+](=O)[O-])cc1 (stereo not given) | 8% | 7% | -1 | -16% | -3% | 1% | 1.3 | -3%[57.1 µM] | 5%
CSc1cccc(NC(=O)CN(c2ccccc2)S(=O)(=O)N(C)C)c1 | -18%&-2% | 8% | . | -13% | -3%&42% | -8% | -0.5 | -18% | 0%&-21%
O=C(COc1coc(CN2CCc3ccccc3C2)cc1=O)Nc1cccc([N+](=O)[O-])c1 | -3% | 2% | -28 | -2% | 18% | -9% | -0.6 | ? | 4%
CN(CCO)c1ccc(-c2nn(C)c(=O)c3ccccc23)cc1[N+](=O)[O-] | 5% | -8% | -10 | -2% | -4% | -7% | -0.8 | -7% | 3%
COc1ccc(-c2ccc3c(c2)S(=O)(=O)c2cccc(C(=O)NCc4cccc(OC(F)(F)F)c4)c2C3=O)cc1OC | -7% | -7% | 4 | -26% | -22% | 4% | ? | 4% | 0%
CCN(CC)C(=S)NC(=O)c1ccc(F)cc1 | 9% | 0% | -2 | 8% | 11% | -5% | -4.0 | -10% | 1%
Cc1cc(C)cc(NC(=S)/C(=C(\[O-])c2ccc(Cl)s2)[n+]2cccc(C)c2)c1 | 15% | 9% | -4 | -12% | ? | ? | 0.9 | -8% | -3%
CCOC(=O)CC(=O)CSc1ccc2nnc(-c3ccccc3)n2n1 | 4% | 4% | . | 7% | 23% | -2% | -0.3 | -25% | -1%
CCCc1cc(=O)[nH]c(SCC(=O)NC2CC2)n1 | 2% | 7% | 8 | 7% | -14% | -7% | -0.4 | -3% | -1%[1.84 µM]
COc1ccc2c3c(c(=O)oc2c1OCC(=O)C(C)(C)C)CCCC3 | 2% | 0% | 3 | 8% | 13% | -3% | -0.4 | 1% | 3%
COc1ccc(CNC(=O)CN(Cc2ccco2)C(=O)CNS(=O)(=O)c2ccc(C)cc2)cc1 | 13% | 10% | 0 | 5% | 21% | -2% | 1.3 | 1% | 2%
C[C@H](NC(=O)c1ccc2c(c1)OCO2)c1nnc2ccccn12 | . | -5% | 5 | -2% | -5% | 1% | 0.4 | 8% | -1%
C=CCn1c(SCC(=O)N2CCc3ccccc3C2)nc2sc(C)cc2c1=O | -3% | 10% | -3 | -1% | -10% | -4% | 0.6 | -5% | -8%
COC(=O)[C@]12CCCCC=C1N(Cc1ccc3c(c1)OCO3)C(=O)[C@H](CC(=O)NCc1ccc(OC)c(OC)c1)C2 | 1% | -4% | -3 | 8% | ? | -4% | 0.4 | 3% | -6%
COc1ccc(C2CC(c3ccc(F)cc3)n3nc(NC(=O)c4ccco4)nc3N2)cc1 (stereo not given) | 3% | -5% | 6 | -8% | 22% | -2% | 3.4 | 9% | 2%
Cc1ccc(CNC(=O)c2nc3nc(C)cc(C)n3n2)cc1 | 7% | 3% | -4 | 17% | -1% | -2% | -0.1 | -4% | -5%
CCn1cc(C(=O)O)c(=O)c2cc(F)c(N/N=C/c3ccccc3)cc21 | 15% | 0% | 2 | -2% | . | -3% | 1.3 | -32% | -2%

Pulled one by one from above, 4 records:
SMILES | Abeta rescue | EPAC1 agonist | PI5P4K alpha inh | EPAC1 antagonist | FUS suppressor | PLK1 PBD inh | IL-2 act | WRN inhibitor | aSyn yeast inh
CCOc1ccccc1NC(=O)/C=C/C(N)=O | 9% | 1% | . | -7% | -11% | -14% | -1.3 | -4% | 2%
COc1ccc(C2CC(c3ccc(F)cc3)n3nc(NC(=O)c4ccco4)nc3N2)cc1 (stereo not given) | 3% | -5% | 6 | -8% | 22% | -2% | 3.4 | 9% | 2%
COc1ccc2c3c(c(=O)oc2c1OCC(=O)C(C)(C)C)CCCC3 | 2% | 0% | 3 | 8% | 13% | -3% | -0.4 | 1% | 3%
O=C(COc1coc(CN2CCc3ccccc3C2)cc1=O)Nc1cccc([N+](=O)[O-])c1 | -3% | 2% | -28 | -2% | 18% | -9% | -0.6 | ? | 4%

Single values from the list.
COc1ccc(CNC(=O)CN(Cc2ccco2)C(=O)CNS(=O)(=O)c2ccc(C)cc2)cc1 in PI5P4K alpha inh has 0
O=C(COc1coc(CN2CCc3ccccc3C2)cc1=O)Nc1cccc([N+](=O)[O-])c1 in EPAC1 antagonist has -2%
CCOC(=O)CC(=O)CSc1ccc2nnc(-c3ccccc3)n2n1 in EPAC1 antagonist has 7%

The list goes on.
SMILES | Abeta rescue | EPAC1 agonist | PI5P4K alpha inh | EPAC1 antagonist | FUS suppressor | PLK1 PBD inh | IL-2 act | WRN inhibitor | aSyn yeast inh
CC1(C)N=C(N)NC(=NCCCOc2ccc([N+](=O)[O-])cc2)N1 | -15% | -3% | -9 | -7% | -16% | -13% | -0.1 | 1% | 2%
COc1ccc2nc3oc(C(=O)NCCCOC(C)C)cc3cc2c1 | -11% | 9% | 1 | -10% | 5% | -8% | -0.6 | -15%[57.1 µM] | 1%
CC(NS(=O)(=O)c1ccc(NC(=O)N2CCCCC2)cc1)c1ccccc1 (stereo not given) | -2% | 4% | 3 | -8% | . | 2% | -2.2 | -21% | -1%
COc1ccc2nc3ccccc3nc2c1 | -11% | -24% | -4 | -2% | -16% | -2% | 0.4 | -1% | ?
CCCCn1c(N)c(N(CCOC)C(=O)c2cnc(C)cn2)c(=O)[nH]c1=O | 8% | -43%[inhibitor] | 1 | -7% | -9% | -5% | -0.1 | -4% | -1%
C=CCc1c(C)nc(SC)nc1Nc1ccc(C)cc1 | -39%[inhibitor] | 22% | . | -15% | 22% | -5% | -2.0 | -22% | -20%
COc1ccc2c(C)cc(SCC(=O)NCCN3C(=O)CSC3=O)nc2c1 | 13% | -7% | 3 | 1% | . | -16% | 0.5 | -1% | 3%
COc1cc(/C=N/n2cnnc2)ccc1OCCSc1ccc(C)cc1 | 0% | -12% | -5 | 3% | 31% | -7% | -0.1 | -14% | 2%
Oc1c(N=Nc2ccc(F)cc2)ccc2ccccc12 | -22% | -2% | -1 | -3% | -11% | 9.5µM* | 0.3 | -29% | -13%
COc1cccc(-n2nc(C(=O)N3CCN(Cc4ccccc4)CC3)c3ccccc3c2=O)c1 | -4% | 10% | -8 | -10% | 13% | 30µM* | -4.4 | 1% | -2%
O=C(c1ccc(COc2ccc(Cl)cc2)o1)N1N=C(C(F)F)CC1(O)C(F)F (stereo not given) | 25% | 2% | 0 | -20% | . | -14% | -0.2 | -26% | 6%
COC(=O)c1ccc(CSc2nnc(NC(C)C)s2)cc1 | 7% | -2% | 0 | -6% | ? | -10% | 0.1 | -1% | 0%
CCOc1ccc(NC(=O)NCCCn2c(C)nc3cc(C)c(C)cc32)cc1 | -4% | 11% | . | 2% | 21% | -7% | -4.5 | -16% | -2%
CC1(C)CC(NS(=O)(=O)c2ccc(F)cc2)CC(C)(C)N1 | 3% | -1% | -12 | 10% | 14% | 5% | -1.2 | -6%[57.1 µM] | 2%
Cc1ccc2[nH]c(=O)c(CN(CCCN(C)C)C(=O)Nc3ccc(F)cc3)cc2c1 | -14% | -6% | 0 | -22% | 11% | -6% | 2.2 | 9% | -10%
Cc1nnnn1/C(=C\c1ccccc1)C(=O)OCC(=O)NC(C)(C)C | 2% | -5% | 3 | 1% | . | -10% | -0.3 | -9% | 1%
Cc1ccc(-c2cc(C(=O)Nc3sc4c(c3C(=O)NCc3ccco3)CCC4)[nH]n2)c(O)c1 | 2% | -1% | ? | 2% | -1% | -7% | -0.1 | -10% | 1%
COc1ccc(C2(CNC(C)=O)CCOCC2)cc1OC | 7% | 4% | -2 | 0% | -30% | -5% | 1.0 | 0% | 0%
CC(=O)C[C@H]1c2cc(F)ccc2S(=O)(=O)N1c1ccc(N(C)C)cc1 | -6% | -14% | -2 | 1% | 14% | -3% | -0.3 | 0% | -8%
Cc1cccc(N2C(=O)C(Cl)=C(Nc3c(C)n(C)n(-c4ccccc4)c3=O)C2=O)c1C | -1% | 10% | . | -3% | 11% | -9% | -0.4 | -7% | 0%
Cc1ccc(C(=O)NCC(=O)N2CCCN(C)CC2)cc1C | -9% | 8% | 4 | -1% | . | 0% | -2.1 | 7% | -2%

Compound activity as filed in PubChem.
